Source: PubChem BioAssay
CFTR F508del cor – correctors of CFTR F508del function in bronchial epithelial cells. 0.36% of 350,000 active. CFBE cells, YFP halide quenching; stimulated with forskolin plus potentiator P3; % fluorescence drop versus neutral controls. AID 720511. activity (quench increase), % at 7.58 µM;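 active = mean added fluorescence quench of at least 8% versus neutral control, with both replicates also reaching 8%; inconclusive = only one of the mean or replicate conditions met; inactive = mean below 8% and not both replicates reaching 8%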;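 also: cells transiently co-express mutant CFTR-F508del with the halide-sensitive YFP; corrector assay measuring rescue of mutant channel to the surface after 24 h compound exposure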
ERp5 inh – inhibitors of human ERp5; AID 651711; inhibition, % at 9.99 µM; ERp5 insulin aggregation, absorbance 650 nm, 90 min; 0.05% of 350,000 active;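 active = mean replicate inhibition above about 25%, with every replicate also reaching it, limit read from the data, passing the limit was not always enough; inconclusive = only one of those two criteria met; inactive = neither criterion met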
Target sequence (Q15084 whole entry, looked up): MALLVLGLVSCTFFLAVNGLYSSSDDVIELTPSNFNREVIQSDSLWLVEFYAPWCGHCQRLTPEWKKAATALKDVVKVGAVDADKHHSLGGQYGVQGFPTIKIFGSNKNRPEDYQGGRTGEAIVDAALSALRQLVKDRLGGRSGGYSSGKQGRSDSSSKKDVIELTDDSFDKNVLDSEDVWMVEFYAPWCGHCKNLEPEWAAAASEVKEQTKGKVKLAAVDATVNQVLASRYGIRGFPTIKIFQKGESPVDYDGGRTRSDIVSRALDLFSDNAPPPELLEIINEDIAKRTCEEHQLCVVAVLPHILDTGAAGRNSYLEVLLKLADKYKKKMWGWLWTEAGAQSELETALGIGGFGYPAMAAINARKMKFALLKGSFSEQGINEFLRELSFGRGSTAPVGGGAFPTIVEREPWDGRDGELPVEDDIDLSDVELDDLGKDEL
EWS-Fli inh – EWS/Fli transcriptional activity inhibition; AID 651661; inhibition, % at 12.6 µM; A673 NR0B1-luciferase reporter, viability-normalised; 0.67% of 350,000 active;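 active = mean inhibition of at least 50% after viability correction, with every replicate also passing that limit; inconclusive = mean reaches 50% but only one of two replicates passes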;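 also: firefly luciferase signal divided by Alamar Blue viability fluorescence both relative to DMSO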
INS-1E GSIS act – primary screen for activators of insulin secretion dependent on glucose, INS-1E cells, GLuc reporter luminescence | INS-1E GLuc reporter insulin secretion, 2-3 h | activation, % at 16.6 µM | 0.61% of 370,000 active | AID 743287;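 active = lowest replicate activation of at least 40%, so every replicate reaches that level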;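 also: 0% = median of neutral control wells and 100% = median of IBMX positive control wells; some compounds called inactive have numbers as strong as hits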
PAX8 inh HTS – PAX8 transcriptional activity inhibition. RMG-I TPO-luciferase reporter, SteadyGlo, 24 h. inhibition, % at 12.6 µM. 1.2% of 360,000 active;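 active = mean replicate inhibition at least 60% with every replicate also reaching 60%; inconclusive = only one of the two criteria is met; inactive = mean below 60% and not all replicates reaching 60%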;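 also: luciferase light reporting Pax8 driven TPO promoter activity; plate controls were median of neutral control wells for no effect and mitoxantrone controls for full effect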
DENV2 CPE – protects cells from dengue virus 2 cytopathic effect | AID 651640 | DENV2-infected cells, cytopathic effect rescue, plate reader | CPE inhibition, % at 9.99 µM | 1.7% of 350,000 active; in the data active = CPE inhibition above about 20%, passing the limit was not always enough; inconclusive = no clear call, values can overlap the other calls; tested in BHK-21 cells;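 also: 0% = median of neutral control wells and 100% = median of positive control wells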
ARNT-TACC3 inh – ARNT/TACC3 interaction disruption; Q9Y6A5; AlphaScreen His-ARNT PAS-B/GST-TACC3 binding, luminescence; TACC3 fragment carries E629A point mutation; 0.66% of 390,000 active; inhibition, % at 9.99 µM;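 active = mean inhibition of replicates at least 50% and at least half of replicates each reaching 50%; inconclusive = half or more replicates reach 50% but mean below 50%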;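 also: 0% = complete ARNT plus TACC3 wells and 100% = ARNT alone without TACC3; many hits fall short of the cut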
Xi reactivation – reactivates the inactive X chromosome in mouse fibroblasts; 0.055% of 360,000 active; XiGFP mouse fibroblasts, % GFP-positive cells imaging, 3 d; cells co-treated with 5-aza-dC sensitizer; scaled so ellipticine positive control = 100%; AID 743238; activation, % at 7.58 µM;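 active = mean normalized replicate activation at least 10% and every replicate at or above 10%; inconclusive = only one of the two criteria met; inactive = mean below 10% and not all replicates reach 10%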;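 also: 0% = median of on-plate neutral control wells and 100% = ellipticine 6 µM median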
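assay system = SV40-immortalized XiGFP fibroblast cells, line 68-5-11 | buffer or medium = DMEM plus 5-aza-dC sensitizer | doses = single-point pinned compound dosing | times = 3-day compound exposure, then 15 min fixation at room temperature | benchmarks = positive control ellipticine, 6 µM final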
* marks the source's active call; other numbers are inactive results; ? = inconclusive; nt = not tested or not shown; & = joins results of further samples. Hits appear at their usual frequency. About 4.2% of those tested had a hit in this group.

SMILES	CFTR F508del cor	ERp5 inh	EWS-Fli inh	INS-1E GSIS act	PAX8 inh HTS	DENV2 CPE	ARNT-TACC3 inh	Xi reactivation
CCO[C@@H]1OC(C(=O)NC2CC2)=C[C@H](C)[C@H]1CCCO	-1.3	-3	-11	6	-5	-4	-2	0.9
COc1ccc2c(c1)C(SCC(=O)NCCc1ccc(Cl)cc1)CC(C)(C)O2 (configuration not stated)	0.0	1	6	-15	13	10	nt	0.3
CNC(=O)c1ccc(CN(C)CC(=O)Nc2ccccc2C(=O)NC2CC2)cc1	-1.7	0	-2	-5	-13	-1	nt	0.0
COCC(C)n1c(C)cc(C(=O)CSc2cc(C)c3ccccc3n2)c1C (configuration not stated)	nt	nt	nt	-3	9	nt	-2	-0.2
Cc1cccn2c(=O)nc(SCC(=O)NCc3ccc(F)cc3)nc12	1.2	-1	-4	10	-13	3	-2	0.3
O=C(C1=C[C@H](c2ccc(Br)cc2)C[C@H](OCCCCO)O1)N1CCN(Cc2ccccc2)CC1	-0.5&1.6	-2&0	1&-6	-3	-37	-4&-8	-5&-1	0.1
Cc1noc(C)c1NC(=O)N(C)C[C@@H]1Oc2ccc(NC(=O)Cn3cnnn3)cc2CC(=O)N([C@@H](C)CO)C[C@H]1C	-1.8	nt	14	14	3	-4	3	0.1
O=C(O)c1ccccc1-c1nc(-c2ccccc2)c(-c2ccccc2)[nH]1	13*	-7	11	1	24	-2	-7	0.1
CCCNC(=O)N1C[C@@H]2[C@H](c3ccccc31)[C@@H](CO)N2C(=O)Cc1ccccn1	-1.1	-3	-2	2	-9	-6	8	0.4
Cc1ccc(OCC(=O)N2CC(C)CC(C)C2)c([N+](=O)[O-])n1 (configuration not stated)	-5.6	-1	4	-4	3	5	-27	0.0
COc1cc(NC(=O)C2CC(=O)N(Cc3ccco3)C2)cc(OC)c1 (configuration not stated)	-2.6	-5	2	32	-14	-3	8	-0.2
C[C@H](CO)N1C[C@H](C)[C@H](CN(C)CC2CCCCC2)Oc2cc(C3=CCCC3)ccc2S1(=O)=O	-0.6	-1	10	1	nt	1	19	-0.5
C[C@H](CO)N1C[C@H](C)[C@@H](CN(C)Cc2ccc(C(F)(F)F)cc2)Oc2c(NC(=O)c3cnccn3)cccc2C1=O	-1.8	2	-3	-8	6	-1	-1	0.3
C[C@@H]1CCCCO[C@@H](CN(C)S(=O)(=O)c2ccccc2)[C@H](C)CN([C@H](C)CO)C(=O)c2cc(N(C)C)ccc2O1	5.3	-7	16	-5	42	?	23	-0.1
C[C@@H]1CN([C@H](C)CO)C(=O)c2cc(NC(=O)Nc3ccc4c(c3)OCO4)ccc2O[C@H]1CN(C)S(=O)(=O)c1ccccc1	1.8	-10	-1	-9	nt	-7	2	0.1
COc1cccc(CN2[C@@H]3CN(C(=O)c4ccncc4)c4ccccc4[C@@H]3[C@@H]2CO)c1	-2.3	-1	5	6	-11	21*	1	0.0
Cc1ccc2sc(C)[n+](CCCS(=O)(=O)[O-])c2c1	nt	1	5	-2	-5	-3	2	0.0
Cc1ccccc1/C=C/C1=NCCN1	2.6	6	-6	23	-10	3	-1	0.0
Cc1noc(C)c1NC(=O)N(C)C[C@H]1Oc2ccc(NC(=O)Nc3ccc4c(c3)OCO4)cc2CC(=O)N([C@@H](C)CO)C[C@@H]1C	-1.4	8	-8	-5	-15	10	nt	0.6
COc1cc(C(=O)NCC(=O)N/N=C/c2ccccn2)cc(OC)c1OC	0.1	4	4	0	5	0	30	0.0
O=C(CSc1nnc(CNC(=O)c2ccccc2)o1)c1ccccc1	-1.4	-2	0	6	16	-4	-11	0.1
O=C(C1CCOCC1)N1CC2(C1)[C@H](c1ccccc1)[C@H](CO)N2Cc1ccccc1F	-0.7	-3	5	3	-6	19	nt	0.1
CC1(CCc2ccccc2)NC(=O)N(CC(=O)N2CC(=O)Nc3ccccc32)C1=O (configuration not stated)	3.1	4	62*	2	7	-7	6	-0.2
CCC(=O)NC(=S)Nc1ccc(NC(=O)c2ccco2)cc1	0.4	-4	-28	nt	-44	9	3	0.0
NC(=O)c1cc(C(=O)Cc2ccccc2)c[nH]1	-2.1	0	10	8	0	-2	0	0.3
CNC(=O)C[C@H]1CC[C@@H]2[C@@H](COc3ccc(NC(=O)Nc4ccc(C)cc4)cc3C(=O)N2C)O1	2.3	-1	-12	6	-10	-4	9	0.3
Cc1cc(C)c(C)c(S(=O)(=O)NNC(=O)c2cccc(S(=O)(=O)N3CCOCC3)c2)c1C	nt	nt	nt	-16	-2	nt	0	0.2
COC(=O)CCCN1C(=O)c2cccc3cccc(c23)C1=O	3.3	7	-18	16	-1	2	4	-0.1
Cn1c(C(C(=O)NCC2CCCO2)N(CCc2ccccc2)C(=O)Cn2nnc3ccccc32)nc2ccccc21 (configuration not stated)	0.6	1	-2	nt	3	2	0	0.1
O=C1COc2ccc(C(=O)COC(=O)Cc3c(F)cccc3Cl)cc2N1	0.2	12	-1	36	-8	12	8	-0.1
N#C[C@H]1[C@H](c2ccccc2-c2ccccc2F)[C@@H](CO)N1C(=O)C1CC1	4.0	5	16	25	6	22*	nt	0.1
Cc1nn(-c2ccccc2)c(Cl)c1/C=N/NC(=O)c1cccnc1	nt	7	-15	6	-11	-4	-9	0.2
Cc1[nH]c(=S)sc1Cc1ccc(Cl)c(Cl)c1	nt	-4	79*	-2	1	nt	nt	0.0
O=C(NC(Cc1c[nH]c2ccccc12)C(=O)N1CCOCC1)c1cccs1 (configuration not stated)	-0.2	7	12	-5	13	17	-2	0.1
Nc1nnc(N)c2ccccc12	2.5	-2	9	-2	7	-2	0	0.0
CC(C)C(Cl)=NOC(=O)Nc1ccc(F)cc1	-3.6	4	20	36	5	6	-2	0.7
O=C(O)c1ccc(S(=O)(=O)NCc2cccnc2)cc1	1.0	5	2	0	-24	5	-4	0.0
O=C(CCSc1ccccc1)Nc1ccccc1Br	-1.9	-3	2	-2	-52	8	1	-0.2
CO[C@H]1CN(C)C(=O)c2cc(NC(C)=O)ccc2OC[C@H](C)N(C(=O)CN(C)C)C[C@@H]1C	nt	3	-3	14	-3	0	6	0.4
COCC#Cc1ccc2c(c1)O[C@@H](CN(C)Cc1ccccn1)[C@@H](C)CN([C@@H](C)CO)S2(=O)=O	2.4	0	-3	-11	8	1	-1	0.0
COc1ccc(-n2sc3ccccc3c2=O)cc1	-6.0	5	-16	87*	-20	-4	nt	-0.1
CC(OC(=O)CNC(=O)c1ccc(F)cc1)C(=O)Nc1ccc(S(=O)(=O)N2CCOCC2)cc1 (configuration not stated)	-1.7	0	3	-8	14	0	nt	0.1
CCCN1C(=O)c2n[nH]c(C)c2C1c1ccc(Br)cc1 (configuration not stated)	2.9	2	-8	30	-21	-5	nt	0.4
CC1(C(=O)O)CCCN(C(=O)c2cc3ccccc3s2)C1 (configuration not stated)	-0.6	4	0	nt	12	14	nt	0.2
Cc1cccc(C(=O)Nc2ccc3c(c2)ncn3C)c1	5.5	4	-48	11	-52	-4	13	-0.1
Cc1ccc(-c2cc(Cc3ccc(N(C)C)cc3)c(=O)[nH]n2)cc1	-2.5	2	-13	7	-11	1	-4	0.0
COc1ccc(-c2ccc(CN3C(CC(C)C)C(=O)N(Cc4cn(CC5CCCCC5)nn4)CCS3(=O)=O)cc2)cc1 (configuration not stated)	-3.5	-5	28	-6	41	-2	nt	-0.1
Cc1ccc(S(=O)(=O)Nc2ccc3c(c2)C(=O)N([C@H](C)CO)C[C@H](C)[C@@H](CN(C)Cc2ccc4c(c2)OCO4)OCCCC[C@H](C)O3)cc1	1.5	-3	9	-14	28	?	4	1.2
COC(=O)[C@H](CC(C)C)NC(=O)N1CCC(C)CC1	0.0	-3	8	12	-3	2	-5	-0.1
C[C@@H]1CN([C@@H](C)CO)C(=O)c2cc(-c3ccccc3F)cnc2O[C@H]1CN(C)C(=O)NC1CCCC1	2.2	-6	-7	4	5	4	0	-0.5
COc1ccccc1CNC(=O)CCNC(=O)N1CC(=O)Nc2ccccc21	2.7	5	9	15	-23	5	4	0.1
CC(Oc1ccccc1F)c1nnc(SCC(=O)Nc2ccc(N3CCOCC3)cc2)o1 (configuration not stated)	-2.4	-5	-4	14	0	-4	1	-0.1
CCN(CC)CCOC(=O)c1ccc(N/C=C(/C#N)c2nc(-c3cccc(OC)c3)cs2)cc1	2.7	-4	20	nt	-8	-7	nt	0.0
Cc1cc(NC(=O)C2CCCCC2)ccc1NC(=O)c1ccccc1Cl	nt	2	15	-5	18	-2	-4	3.7
COCCCNC(=O)CS(=O)Cc1nc(-c2ccccc2C)oc1C (configuration not stated)	-3.8	-4	0	-5	13	0	1	0.0
O=C1OC(c2ccccc2)(c2cc(Br)ccc2O)c2ccccc21 (configuration not stated)	-4.2	6	-8	-29	17	?	-4	-0.1
C[C@@H]1CN([C@@H](C)CO)C(=O)CCCn2cc(nn2)CO[C@@H]1CN(C)Cc1cccc(C(=O)O)c1	-0.9	-7	1	8	-4	30*	-5	-0.3
N#Cc1cccc(-c2ccc3c(c2)[C@H]2[C@H](CCN2S(=O)(=O)c2ccccc2)[C@@H](CO)N3)c1	2.8	-5	-2	22	-1	-11	11	0.3
Cc1ccc(S(=O)(=O)NC(Cc2ccccc2)C(=O)O)cc1 (configuration not stated)	-2.5	1	3	22	-5	15	-4	0.0
C[C@@H]1CCCCO[C@H](CN(C)C(=O)Nc2ccc(C(F)(F)F)cc2)[C@H](C)CN([C@@H](C)CO)C(=O)c2cc(NC(=O)Nc3ccc(C(F)(F)F)cc3)ccc2O1	-0.8	nt	-14	19	-1	30*	5	0.0
(list continues)
SMILES	CFTR F508del cor	ERp5 inh	EWS-Fli inh	INS-1E GSIS act	PAX8 inh HTS	DENV2 CPE	ARNT-TACC3 inh	Xi reactivation
COc1cccc(C(C(=O)NC(C)(C)C)N(Cc2ccc(C)cc2)C(=O)CCC(=O)Nc2cc(C)on2)c1OC (configuration not stated)	0.4	4	6	-18	19	7	5	0.0
CC(C)n1ncc2c(C(=O)Nc3ccccc3SCC(N)=O)cc(C3CC3)nc21	2.6	3	9	34	3	-5	nt	0.0
CC(=O)Nc1cc2ccccc2oc1=O	-3.4	4	-9	4	-19	2	-8	0.0
CCO[C@H]1OC(C(N)=O)=C[C@@H](C2CCCCC2)[C@@H]1CCCO	-1.9&-0.4	-2&0	-5&-5	2	12&-11	-5&-3	7	-0.1
O=c1cc(-c2ccccc2)nc(Cc2c(Cl)cccc2Cl)[nH]1	nt	2	-1	5	-9	3	-3	0.0
CN(C)C(=O)C(=O)c1cccn1-c1cccc(Cl)c1C#N	1.3	2	-8	2	10	1	2	0.0

Two of these compounds, set out differently:
structure: CC(C)n1ncc2c(C(=O)Nc3ccccc3SCC(N)=O)cc(C3CC3)nc21
  CFTR F508del cor: 2.6
  ERp5 inh: 3
  EWS-Fli inh: 9
  INS-1E GSIS act: 34
  PAX8 inh HTS: 3
  DENV2 CPE: -5
  ARNT-TACC3 inh: nt
  Xi reactivation: 0.0
structure: CC(=O)Nc1cc2ccccc2oc1=O
  CFTR F508del cor: -3.4
  ERp5 inh: 4
  EWS-Fli inh: -9
  INS-1E GSIS act: 4
  PAX8 inh HTS: -19
  DENV2 CPE: 2
  ARNT-TACC3 inh: -8
  Xi reactivation: 0.0
